# HepG2 tox: qHTS for Inhibitors of TGF-b: Cytotox Counterscreen | HepG2 CAGA-GFP viability, ATP luminescence, 18 h | Potency, µM (top dose mostly 46.1 µM), without a hit: at the top dose activity change, negative = cytotoxicity, actives largely listed as cytotoxic | hit rate 0.76% among 410,000; note: potency is the fitted concentration of half-maximal effect; some results filed as inactive show a strong effect at the top dose
#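 HepG2 CAGA-GFP cells (1000/well, DMEM with 1% FBS) received compound, then TGF-beta at 500 pg/mL final, and were incubated 18 hours at 37 degrees C. Viability was read by CellTiter-Glo luminescence. Media-only wells were set as complete cell-killing and DMSO as no toxicity.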
# Abeta rescue: qHTS for compounds that reverse cellular toxicity of Amyloid beta (A-beta) peptide in yeast: Primary Screen; yeast expressing A-beta42, growth rescue, OD600, 48 h; response scale: 0% DMSO, 100% iron-clioquinol control; Potency, µM (top dose mostly 46.1 µM), for inactives: at the top dose growth rescue, most hits filed as activators; hit rate 0.063% among 410,000; AID 1347071, 2019; note: potency is the fitted concentration of half-maximal effect; nearly all actives have a fitted effect of over 55% in size
#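 Growth rescue measured by 600 nm absorbance after 48 h yeast culture at 30 C with compound. Values normalized between DMSO and an equimolar ferric chloride plus clioquinol control.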
# CCT chaperon mod: High-Throughput Screening for Modulators of Cytosolic Chaperonin Activity; AID 651819, 2012; purified chaperonin ATPase assay, HTRF ADP detection, 30 min; activity change, % (test concentration not listed), hits read low; hit rate 0.3% among 360,000; in the data active = activity change below about -30%; note: % is set by controls: 0 for no effect and ±100 for the full control effect
#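 TRiC (40 or 20 nM final, by batch activity) in 30 mM Tris pH 7.4, 100 mM KCl, 5 mM MgCl2, 1 mM DTT was treated with compound at 76 uM single dose, then 10 uM ATP, 30 min at 37 °C. ADP was read by HTRF Transcreener.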
# MmCpn inh: Inhibitors of TCP-1 ring complex (TRiC) of Methanococcus maripaludis (MmCpn): qHTS; Chaperonin Mm-Cpn (Methanococcus maripaludis); purified Mm-Cpn ATPase, ADP Transcreener TR-FRET; Potency, µM (titrated, usually from 76.9 µM), for the others: at the top dose activity, negative = inhibition, usual class: inhibitors; hit rate 0.031% among 330,000; AID 504842, 2011; note: potency is the fitted concentration of half-maximal effect; % is set by controls: 0 for no effect and ±100 for the full control effect; nearly all actives have a fitted effect of over 80% in size
#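 Eu-cryptate anti-ADP/ADP-d2 competition gives a ratio inversely related to ADP. Enzyme at 25 nM was pre-exposed to compound for 10 min, then given 10 uM ATP for 30 min, 37°C throughout.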
# Nrf2 inh: Nrf2 qHTS screen for inhibitors; Potency, µM (top dose mostly 46 µM), inactives show at the highest dose activity change, negative = inhibition, usual class: inhibitors; A549 ARE-Fluc reporter, luciferase luminescence, 18-24 h; hit rate 2.1% among 360,000; note: potency is the fitted concentration of half-maximal effect; % is set by controls: 0 for no effect and ±100 for the full control effect; nearly all actives have a fitted effect of over 60% in size
#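 Two sequential reads on A549 ARE_Fluc cells exposed to compound for 18-24 h: a CellTiter-Fluor fluorescence read for viability, then a luciferase luminescence read for Nrf2/ARE activity.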
# Nrf2 activator: qHTS of Nrf2 Activators; AREc32 ARE-luciferase reporter (MCF7-derived line), luminescence, 24 h; Potency, µM (doses to about 46.1 µM), inactives show at the highest dose activation, most hits filed as activators; hit rate 0.31% among 410,000; note: potency is the fitted concentration of half-maximal effect; % of control where 0% means no effect; nearly all actives have a fitted effect of over 65% in size
#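 Cells of the AREc32 ARE-luciferase line are plated in OPTI-MEM containing 5% FBS and left overnight at 37 deg C. Compounds are pinned in, incubation continues 24 hr, and firefly luciferase signal is then measured.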
# pAkt inh: HTS Assay for Inhibitors of Akt Phophorylation: Primary Screen; hit rate 0.32% among 360,000; Neuro2A IGF-stimulated pAkt S473 HTRF, 20 min; stronger effect = lower value; AID 651550, 2012; activity change, % for hits at 50 µM; in the data active = activity change below about -80%; inconclusive = mostly about -51% to -80%; note: % is set by controls: 0 for no effect and ±100 for the full control effect
#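 Single-point screen (50 µM final compound) in Neuro2A cells stimulated 20 min with 6 nM IGF at 37 deg C. After lysis, Ser473-phosphorylated Akt read by HTRF (ex 330 nm, em 615/665 nm) as the 665/615 ratio.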
# A549 viability: Nrf2 qHTS screen for inhibitors: counterscreen for cytotoxicity; Potency, µM (top dose mostly 46 µM), inactives show at the highest dose activity change, negative = cytotoxicity, most hits filed as inhibitors; AID 504648, 2011; A549 ARE-Fluc cells, CellTiter-Fluor viability, 18-24 h; hit rate 0.16% among 390,000; note: potency is the fitted concentration of half-maximal effect; % is set by controls: 0 for no effect and ±100 for the full control effect
#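 A549 ARE_Fluc cells in 5% FBS OPTI-MEM were exposed to compounds in concentration-response for 18-24 h at 37 deg C. Viability was read by CellTiter-Fluor fluorescence (Ex 405/Em 525) after 30 min, before the luciferase read.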
# TGFb inhibitor: qHTS for Inhibitors of TGF-b | HepG2 CAGA-GFP TGF-b/SMAD3 reporter, GFP fluorescence, 18 h; TGF-beta stimulated, 500 pg/mL final | Potency, µM (top dose mostly 46.1 µM), inactives show at the top dose activity, negative = inhibition, usual class: inhibitors | hit rate 1.2% among 410,000; note: potency is the fitted concentration of half-maximal effect; % is set by controls: 0 for no effect and ±100 for the full control effect; nearly all actives have a fitted effect of over 65% in size
#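 TGF-beta reporter screen: HEPG2 CAGA-GFP, 1% FBS, 500 pg/mL TGF-beta final, 18 h; per-cell GFP summed per well; curves fitted and categorized by class.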
# The depositor's hits bear a star; i = inactive; ? = inconclusive; . = no result given; [ ] = dose if it differs, or a comment. Unless noted, calls come from the whole dose curve; as a rule, active = well fitted curve in the direction sought with a large enough effect; inconclusive = small, poorly fitted or top-dose-only effect, or another doubt; inactive = no such curve, though single readings can be large; an effect the other way counts as inactive or inconclusive.
SMILES,HepG2 tox,Abeta rescue,CCT chaperon mod,MmCpn inh,Nrf2 inh,Nrf2 activator,pAkt inh,A549 viability,TGFb inhibitor
COC(=O)NC(NS(=O)(=O)c1ccccc1)(C(=O)OC)C(F)(F)F (stereo not given),23%,-16%,-0.4,0%,5%,2.3%,i,3%,21%
CC(=O)Nc1cccc(NC(=O)CSc2nccn2Cc2ccc(F)cc2)c1,-1%,-8%,-5.5,1%,10%,0.7%,i,-8%,0%
Cc1ccccc1C(=O)N1CCC(C(=O)Nc2ccc3c(c2)OCCO3)CC1,-7%,8%,-0.3,-3%,6%,0.0%,i,-1%,0%
O=C(O)C1(Nc2ccc([N+](=O)[O-])cc2[N+](=O)[O-])CCCC1,1%,2%,-1.2,.,-11%,0.1%,i,?,8%
CCOC(=O)c1sc(-c2ccccn2)nc1C,7%,10%,-3.7,3%,?,11%,i,-5%,-1%
O=C(C1=C[C@H](c2ccc(C(F)(F)F)cc2)C[C@H](OCc2ccc(CO)cc2)O1)N1CCOCC1,-4%,9%,0.1,.,20%,0.0%,i,-7%,3%
O=C(OCC(=O)N1CCOCC1)c1ccccc1SCC(=O)N1CCCC1,-2%,2%[9.22 µM],0.7,-1%,.,0.8%,i,-1%,-2%
Cc1ccc(C(C)C)c(OCc2ccc(C(=O)N/N=C/c3ccc(O)cc3O)cc2)c1,-96%,-52%[inhibitor],0.4,-3%,?,-0.8%,i,-19%,?
COC(=O)c1cc(NS(=O)(=O)c2ccc(NC(C)=O)cc2)ccc1Cl,23%,19%,0.3,-7%,-24%,2.9%,i,0%,16%
O=c1c(Cc2ccc(F)cc2)c(O)ccn1Cc1ccco1,0%,1%,-0.5,1%,8%,-0.4%,i,-1%,6%
CC(=O)c1c(N2CCCCC2)nc(=O)n(-c2ccccc2)c1C,-3%,16%,-0.9,-1%,.,0.3%,i,0%,0%
Oc1ccc(Br)cc1C1C=C(c2ccc3c(c2)OCO3)NC(c2ccc(F)c(Br)c2)N1 (stereo not given),-96%,.,.,.,?,.,.,-17%,7.9µM*
O=C(Cn1cnc2ccccc2c1=O)N1CCN(c2ccccc2)CC1,-17%,-2%,-1.1,-2%,14%,-0.1%,i,-5%,16%
CN1CCN(CCCNC(=O)c2ccc3c(Cl)c4c(nc3c2)CCCC4)CC1,-44%,-27%,-2.0,5%,-11%,9.2%,i,1%,11µM*
CCOCCCNC(=O)c1ccccc1SCC,-9%,2%,-2.2,1%,16%,0.4%,i,0%,1%
COc1ccc(CNc2ncnc3cc(OC)c(OC)cc23)cc1OC,0%,-4%,1.0,2%,-22%,2.2%,i,1%,3%
Cc1ccc(Sc2c(C(=O)NCc3ccccc3C)[nH]c3ccccc23)cc1,9%,-5%,.,.,-21%,0.1%,.,-1%,19%
COC(=O)c1ccc(NC(=O)Nc2ccc(F)cc2F)cc1,-11%,3%,0.8,2%,?,0.0%,i,-6%,4%
COc1ccc2c(c1)-c1nc(NC(=O)c3ccco3)sc1CC2,3%,-32%[inhibitor],0.2,0%,15%,?,i,-4%,?
CCCNC(=O)c1cc(C2CCCN(C(=O)C3CC3)C2)on1 (stereo not given),-4%,5%,0.5,.,.,0.2%,i,.,-1%
Cn1c(CN(O)S(=O)(=O)c2ccc(Cl)cc2)nnc1C(F)(F)F,2%,6%,-2.5,-5%,-9%,-2.3%,i,-10%,0%
O=C(C(c1ccccc1)N1CCOCC1)N1CCOCC1 (stereo not given),-9%,5%,3.8,.,.,-0.4%,i,?,10%
C/C(=N/NC(=O)c1cc(O)c(O)c(O)c1)c1ccc([N+](=O)[O-])cc1,0%,-12%,2.0,-2%,-18%,0.2%,i,-19%,-26%
CSCCC(NC(=O)COc1cccc2ccccc12)C(=O)O (stereo not given),-19%,7%,-0.8,2%,-12%,-0.5%,i,4%,-24%
COc1c(Br)cc(/C=N/n2c(-c3ccccc3)n[nH]c2=S)c(O)c1Br,3%,-84%[inhibitor],0.8,2%,-28%,3.6%,i,4%,-12%
CC(C)C(=O)N[C@H]1CCC2C3CC=C4C[C@@H](O)CC[C@]4(C)C3CC[C@@]21C (stereo not given in full),-5%,5%,1.7,-8%,-8%,-0.2%,i,3%,3%
CCCCn1nnnc1C(c1ccccc1)N1CCN(c2ccc(C(F)(F)F)cc2[N+](=O)[O-])CC1 (stereo not given),.,8%,0.8,.,.,-0.5%,i,.,.
CCOc1ccccc1OCC(=O)Nc1nnc(COC)s1,3%,22%,-3.0,0%,3%,-0.7%,i,-1%,-13%
COc1ccccc1/C=C/C(=O)OCC(=O)c1c[nH]c2ccccc12,-1%,7%,-2.3,-9%,-7%,7.5%,i,-2%,-7%
COc1cccc(CNC(=O)CCCc2cn(C)c3ccccc23)c1,-18%,26%,-1.8,-1%,-16%,-0.6%,i,-3%,-13%
COc1ccccc1N1CCN(C(=O)C2CCN(C(=O)c3ccc(C(C)(C)C)cc3)CC2)CC1,-35%,?,-0.2,-7%,-14%,-0.5%,i,-5%,-15%
CCOC(=O)c1c(NC(=O)CCc2ccc(CC)o2)sc(C)c1C,-27%,19%,-2.6,0%,-9%,0.2%,i,0%,5%
CN(CC(=O)NCC1CCCCC1)S(=O)(=O)c1ccc(F)cc1,-4%,-16%,-1.5,0%,-7%,-0.3%,i,-1%,-1%
NC(=O)NC(=O)COC(=O)c1cccc(S(=O)(=O)N2CCCCCC2)c1,22%,1%,-0.4,-2%,-8%,0.3%,i,3%,4%
CC(C)(C)C(=O)Nc1ccccc1C(=O)Nc1cc(Cl)ccc1Cl,1%,0%,2.1,-4%,-21%,3.7%,i,-25%,0%
Cc1cc(=O)n2nc(N3CCC(C(=O)NCc4cccnc4)CC3)sc2n1,10%,2%,1.2,0%,-9%,-0.5%,i,2%,4%
Nc1nc2ccccc2n1C(=O)c1ccco1,-4%,1%,-1.8,-1%,?,17%,i,-23%,9%
CCN(CC)CCNC(=S)N1CCn2c(nc3ccccc32)C1,-12%,-10%,-2.7,1%,3%,0.4%,i,1%,-10%
O=C1CSC(c2ccc(F)cc2)N1c1ccccc1F (stereo not given),-3%,.,-1.4,1%,-14%,-0.5%,i,-2%,-10%
Cc1nc2cc(-c3ccccc3)nn2c(N)c1-c1ccccc1,-23%,-12%,0.0,-1%,?,-0.1%,i,5%,-2%
CCC(C)n1c(SCC(=O)NCCc2ccc(S(N)(=O)=O)cc2)nc2ccsc2c1=O (stereo not given),4%,-7%,-0.6,1%,7%,-0.8%[9.22 µM],i,-5%,13%
Cc1nn(C(=O)Cn2cc([N+](=O)[O-])cn2)c(C)c1Cl,6%,-9%,1.1,0%,4%,0.3%,i,-1%,15%
COc1ccccc1N1CCN(CCCCN2C(=O)C3CCCCN3C2=O)CC1 (stereo not given),5%,0%,2.4,-1%,10%,-0.8%,i,-2%,-2%
O=C(CCCOc1ccccc1)N1CCN(S(=O)(=O)c2ccccc2)CC1,3%,6%,-5.8,0%,3%,-0.2%,i,-1%,-2%
Cc1cccc(N(C)C(=O)C2CCCN2S(=O)(=O)c2cccc3nsnc23)c1 (stereo not given),3%,10%,-3.8,-1%,-24%,-0.7%,i,-1%,-4%
O=C(CN1C(=O)/C(=C/c2ccc(F)cc2)SC1=S)NC1C=CS(=O)(=O)C1 (stereo not given),4%,-24%,-3.9,1%,?,-0.2%,.,0%,-2%
OCCNc1ncnc2c1c(-c1ccccc1)c(-c1ccccc1)n2Cc1ccco1,-44%,-38%[inhibitor],2.5,-4%,-19%,2.6%,i,0%,3%

# Part of the list above in order of count of non-hydrogen atoms, rising:
SMILES,HepG2 tox,Abeta rescue,CCT chaperon mod,MmCpn inh,Nrf2 inh,Nrf2 activator,pAkt inh,A549 viability,TGFb inhibitor
Nc1nc2ccccc2n1C(=O)c1ccco1,-4%,1%,-1.8,-1%,?,17%,i,-23%,9%
Cc1nn(C(=O)Cn2cc([N+](=O)[O-])cn2)c(C)c1Cl,6%,-9%,1.1,0%,4%,0.3%,i,-1%,15%
O=C1CSC(c2ccc(F)cc2)N1c1ccccc1F (stereo not given),-3%,.,-1.4,1%,-14%,-0.5%,i,-2%,-10%
Cc1nc2cc(-c3ccccc3)nn2c(N)c1-c1ccccc1,-23%,-12%,0.0,-1%,?,-0.1%,i,5%,-2%
O=C(CN1C(=O)/C(=C/c2ccc(F)cc2)SC1=S)NC1C=CS(=O)(=O)C1 (stereo not given),4%,-24%,-3.9,1%,?,-0.2%,.,0%,-2%
O=C(CCCOc1ccccc1)N1CCN(S(=O)(=O)c2ccccc2)CC1,3%,6%,-5.8,0%,3%,-0.2%,i,-1%,-2%
Cc1cccc(N(C)C(=O)C2CCCN2S(=O)(=O)c2cccc3nsnc23)c1 (stereo not given),3%,10%,-3.8,-1%,-24%,-0.7%,i,-1%,-4%
COc1ccccc1N1CCN(CCCCN2C(=O)C3CCCCN3C2=O)CC1 (stereo not given),5%,0%,2.4,-1%,10%,-0.8%,i,-2%,-2%
CCC(C)n1c(SCC(=O)NCCc2ccc(S(N)(=O)=O)cc2)nc2ccsc2c1=O (stereo not given),4%,-7%,-0.6,1%,7%,-0.8%[9.22 µM],i,-5%,13%

# From PubChem
